# EP2 antag: blocks the human prostaglandin E2 receptor EP2 | 0.52% of 260,000 active | C6 glioma cells expressing human EP2, cAMP TR-FRET; cells stimulated with saturating PGE2 | inhibition, % at 25 µM | P43116;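 active = percent inhibition above 40 after rounding to a whole number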;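 also: rat C6 glioma host cells with rolipram phosphodiesterase inhibitor present; the protocol text gives 20 µM as final concentration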
# Target sequence (P43116 whole entry, looked up): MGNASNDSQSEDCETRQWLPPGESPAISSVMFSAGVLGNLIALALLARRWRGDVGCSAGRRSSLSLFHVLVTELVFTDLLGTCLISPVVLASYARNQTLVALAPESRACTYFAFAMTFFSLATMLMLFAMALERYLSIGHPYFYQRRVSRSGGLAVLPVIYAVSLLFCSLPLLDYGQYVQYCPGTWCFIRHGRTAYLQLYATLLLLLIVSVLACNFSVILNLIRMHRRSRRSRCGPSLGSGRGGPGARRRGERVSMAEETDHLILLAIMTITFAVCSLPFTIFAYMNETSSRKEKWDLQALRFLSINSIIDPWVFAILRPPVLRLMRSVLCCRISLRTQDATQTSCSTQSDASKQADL
# EP2 modulator: EP2 receptor (human) modulation; P43116; EP2-expressing cells, cAMP HTRF FRET, PGE2 co-stimulation; induction, % at 25 µM; 0.83% of 260,000 active; AID 940;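 active = compounds whose cAMP rise, as percent of the full-agonist control response, exceeds 60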;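 also: rat C6 glioma line stably carrying human EP2 under a CMV promoter; the protocol text gives 20 µM as final concentration; 100% = response of wells given 1 µM PGE2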
# TNF death inh: blocks TNF-alpha induced death of Jurkat FADD-/- cells | activation (protection from cell death), % at 10 µM | Jurkat FADD-/- TNF necroptosis rescue, ATP luminescence, 24 h; 0 = TNF only, 100 = no-TNF cells | AID 463075 | 0.068% of 220,000 active;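 active = activation, meaning protection from cell death, of at least 50% relative to plate controls; inactive = activation below 50%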;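 also: necroptosis triggered by 40 ng/mL TNF-alpha added together with compound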
# L929 necroptosis: blocks zVAD induced death of L929 cells | 0.38% of 220,000 active | L929 zVAD necroptosis rescue, ATP luminescence, 24 h; with zVAD 60 µM | AID 1377 | viability rescue, % at 10 µM;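 active = activation, scaled between plate controls, above about 75%, limit read from the data; inactive = activation under that limit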;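 also: 0% = zVAD with DMSO and 100% = DMSO alone without zVAD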
# PERK inhibitor: human PERK inhibition, primary cell-based screen | inhibition, % at 5.6 µM | Q9NZJ5 | AID 1416 | CHO PERK-DD fusion, SEAP luminescence translation reporter | 0.17% of 220,000 active;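 active = inhibition above the mean inhibition of all tested compounds plus 3 SD, set separately per screening campaign, cut at about 2.9% in these data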;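 also: PERK kinase domain activated by AP20187 dimerizer at 100 nM; 0% = DMSO with dimerizer and 100% = rapamycin at 8.4 µM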
# Hck Nef HTS: human Hck-Nef kinase inhibition | P08631 | Recombinant Hck-YEEI plus Nef, Z-Lyte FRET kinase assay | inhibition, % at 20 µM | 0.68% of 220,000 active | AID 463187;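 active = Hck-Nef kinase inhibition above about 50%, limit read from the data; inactive = inhibition below that limit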;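 also: 0% = DMSO with Hck plus Nef and 100% = Hck alone without Nef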
# Target sequence (P08631 whole entry, looked up): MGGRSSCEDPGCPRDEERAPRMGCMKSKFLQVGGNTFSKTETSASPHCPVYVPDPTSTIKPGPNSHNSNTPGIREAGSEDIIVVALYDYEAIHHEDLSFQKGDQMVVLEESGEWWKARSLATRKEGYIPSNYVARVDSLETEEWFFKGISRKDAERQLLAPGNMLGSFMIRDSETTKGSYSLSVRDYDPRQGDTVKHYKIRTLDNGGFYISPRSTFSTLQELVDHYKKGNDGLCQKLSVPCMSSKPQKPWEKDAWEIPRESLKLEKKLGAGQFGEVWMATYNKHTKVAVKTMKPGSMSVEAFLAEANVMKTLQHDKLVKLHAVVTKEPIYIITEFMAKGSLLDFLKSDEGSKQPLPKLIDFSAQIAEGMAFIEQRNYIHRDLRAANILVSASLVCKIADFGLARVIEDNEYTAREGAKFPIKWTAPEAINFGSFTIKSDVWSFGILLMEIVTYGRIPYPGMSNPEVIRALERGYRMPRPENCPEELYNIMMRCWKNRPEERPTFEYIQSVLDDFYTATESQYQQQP
# RBBP9 inh: human RBBP9 hydrolase inhibition | AID 1515 | 0.2% of 220,000 active | recombinant RBBP9, FP-Rh probe fluorescence polarization | O75884 | inhibition, % at 7.94 µM;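 active = inhibition above the campaign mean of all tested compounds plus 3 SD, cut at about 14% in these data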;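 also: plate controls were DMSO wells with RBBP9 for no effect and wells lacking RBBP9 protein for full effect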
# Target sequence (O75884 whole entry, looked up): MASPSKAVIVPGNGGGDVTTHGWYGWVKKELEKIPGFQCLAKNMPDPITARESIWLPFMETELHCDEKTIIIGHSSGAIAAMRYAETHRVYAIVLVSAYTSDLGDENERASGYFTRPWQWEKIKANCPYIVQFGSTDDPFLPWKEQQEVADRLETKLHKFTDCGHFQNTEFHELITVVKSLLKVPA
#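 Test system: recombinant human RBBP9; Timing: 30 min then 45 min, 25 °C; Detection: fluorescence polarization; Control set: RBBP9 with DMSO as uninhibited control, no-protein wells as full inhibition; Compound dosing: one concentration, 7.94 µM nominal, 0.794% DMSO; Probe or stimulus: FP-Rh activity-based probe, 375 nM before mixing.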
# Runt-CBFb FRET: inhibitors of human RUNX1 Runt domain binding to CBFb | Q01196+Q13951 | Cerulean-Runt/Venus-CBFb FRET ratio 530/480, 1 h | inhibition, % at 20 µM | 0.46% of 220,000 active | AID 1496;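 active = inhibition over about 50% at 20 µM in the single-dose screen, limit read from the data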;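 also: 0% = DMSO wells and 100% = excess unlabeled CBFb competitor control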
#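 test system = Cerulean-tagged RUNX1 Runt domain (FRET donor) fusion protein | reagent = Venus-CBFb binding partner, 100 nM | incubation = protein complex preformed 1 h, compound exposure 1 h, room temperature, dark | detection = FRET fluorescence | read-out basis = loss of energy transfer signal | controls = 5 µM unlabeled CBFb as full-inhibition high control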
# Runt-SMMHC FRET: blocks binding of human RUNX1 Runt domain to CBFb-SMMHC | Cerulean-Runt/Venus-CBFb-SMMHC FRET ratio 530/480, 1 h | 0.74% of 220,000 active | Q01196+Q13951 | inhibition, % at 20 µM | AID 1434;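 active = mean inhibition across duplicate retests at 20 µM reaching about 50%, limit read from the data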;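 also: 0% = DMSO wells and 100% = wells with excess untagged CBFb-SMMHC; inhibitors lower the FRET ratio by blocking Runt binding to CBFb-SMMHC; some results filed as inactive read as strong as hits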
# * marks the source's active call; other numbers are inactive results; / = not tested or not shown; & = joins results of further samples.
SMILES,EP2 antag,EP2 modulator,TNF death inh,L929 necroptosis,PERK inhibitor,Hck Nef HTS,RBBP9 inh,Runt-CBFb FRET,Runt-SMMHC FRET
CCN(CC)S(=O)(=O)c1ccc(C(=O)OCC(=O)NCc2ccco2)cc1,0,19,-3.1,1.8,0.4,32,0,0,-3
O=C(O)C1C2C=CC(O2)C1C(=O)Nc1ccc(S(=O)(=O)Nc2ccccc2)cc1 (stereo unspecified),/,6,-0.4,0.1,1.6,7,3,18,10
Cc1nnsc1C(=O)NNC(=O)Nc1ccccc1,9,-8,-0.5,-0.3,-0.2,15,-2,2,2
COc1cccc(NC(=O)CNS(=O)(=O)c2ccc(Cl)cc2)c1,9,-46,3.8,-0.2,0.2,0,-8,-1,0
COc1ccc(NC(=O)COC(=O)c2cc(OC)c(OC)c(OC)c2)c([N+](=O)[O-])c1,5,6,0.3,-0.1,0.3,24,-6,0,-1
CC(C)(C)n1nc2c(c1NC(=O)c1ccccc1F)CS(=O)C2 (stereo unspecified),7,24,-0.8,0.4,1.0,0,-2,2,-7
O=c1cc(O)nc(-c2ccccc2)s1,6,24,0.0,3.2,0.7,4,-7,-2,-9
O=C(NCCCn1ccnc1)c1cc(-c2cccnc2)nc2ccc(Br)cc12,20,8,-0.3,-0.2,-0.3,-6,3,0,-1
CC(C)(C)NC(=S)Nc1cccc(C(F)(F)F)c1,8,-51,0.2,1.9,0.8,20,-7,-63,-6
CCOC(=O)c1ccc(NC(=O)Nc2ccc3c4c(cccc24)C(=O)N3CC)cc1,9,-50,-1.5,0.8,1.2,10,-3,-26,-50
O=C(CCCN1C(=O)/C(=C/c2cccs2)SC1=S)NNC(=O)c1ccccc1O,14,-5,2.6,1.5,1.2,3,-5,0,-3
N#C/C(=C\c1cn(Cc2cccc(F)c2)c2ccccc12)C(=O)NCc1ccco1,8,-8,1.3,1.4,0.1,1,-2,-6,-24
Cn1c(=O)c2cc(S(=O)(=O)N3CCN(c4cccc(C(F)(F)F)c4)CC3)ccc2n(C)c1=O,/,16,-1.8,0.4,2.7,1,7,-5,-6
Cc1ccc(C(=O)OCC(=O)N2CCc3ccccc32)cc1,10,-9,-0.5,0.0,-0.7,1,-3,/,0
O=C1C2CCCN2c2ccc(S(=O)(=O)N3CCOCC3)cc2N1Cc1cccc(C(F)(F)F)c1 (stereo unspecified),14,25,-9.3,-0.3,-0.1,0,-9,-8,-2
O=C1CCc2ccccc2N1,13,-9,0.6,0.3,0.9,10,-6,1,-2
O=C(c1cccc(Cl)c1)N1CCN(C2CCCCCC2)CC1,18,-13,-2.6,-0.3,0.4,1,-1,0,4
CCOC(=O)c1ccc(Oc2cn[nH]c2-c2ccc(O)cc2O)cc1,14,-34,-11,2.5,2.5,1,-7,1,-4
O=C(NCCOc1ccccc1F)Nc1ccc(Br)cc1,3,-21,-0.4,1.0,1.1,3,1,0,-4
Cc1cccc(NC(=S)N/N=C/c2cccc(O)c2)c1C,9,-90,-12,1.2,0.3,18,-6,0,-2
COC(=O)c1ccc(OC)c(CSc2nnc(COc3ccc(OC)cc3)o2)c1,3,-28,1.4,0.9,0.1,-5,-2,-1,-7
Cc1cccc(C)c1NC(=O)C1C2C=CC(C2)C1C(=O)NCc1ccccn1 (stereo unspecified),11&4,2&14,1.2,0.0,0.7,-26,8,-1,-4
CCOC(=O)Cc1cn2c(=O)cc(CSCC(=O)Nc3ccc(C)c(C)c3)nc2s1,10,3,0.8,1.0,-0.3,4,-6,0,1
CCOC(=O)Nc1sc2c(c1C(=O)OCC)CCC2,4,74*,-0.4,-0.2,-0.2,-1,5,4,3
O=C(NCc1ccccc1)C1(c2ccccc2)CCN(S(=O)(=O)c2ccccc2)CC1,9,9,-0.7,-0.3,-0.9,2,-8,2,-3
Cc1c(N=c2scc(-c3ccccc3)n2C)c(=O)n(-c2ccccc2)n1C,11,13,1.3,2.1,1.9,9,-6,-1,0
Cc1cc(Cl)c2ccccc2n1,9,26,0.8,0.1,0.8,1,-4,-1,-6
CC(C(=O)NCc1ccccn1)c1ccc([N+](=O)[O-])cc1 (stereo unspecified),6,7,3.9,-0.6,0.8,-8,1,-1,-2
Cc1ccc(C(=O)NCC(=O)N2CCN(c3ncccn3)CC2)s1,4,6,-1.6,0.1,0.3,2,2,3,0
CC(C(=O)NC(=O)NC1CCCCC1)N1CCN(c2ccccn2)CC1 (stereo unspecified),4,12,-0.4,1.5,-1.0,-1,-6,-2,5
CC1=C(C(=O)OCC(C)C)C23C(=O)c4ccccc4C2(O1)OC(N)=C3C#N (stereo unspecified),7,17,-5.7,0.0,-0.5,2,-1,-3,-2
COc1ccccc1NC(=O)NCC(=O)Nc1ccc(F)c(F)c1,11,18,1.7,0.6,1.1,3,4,0,1
CC(=O)c1c(C)[nH]c(C(=O)Nc2ccc(Cl)c(S(=O)(=O)N3CCOCC3)c2)c1C,13,-6,-4.7,68,-0.5,1,11,-2,-5
CCc1c(C)sc(NC(=S)N2CCN(CC)CC2)c1C(=O)OC,9,26,2.6,3.2,1.2,6,-7,0,-2
Cc1cc(OCc2nn[nH]n2)c2c(-c3ccccc3)cc(=O)oc2c1,16,-7,-2.3,-0.2,0.0,-1,-6,1,2
Cc1cccc(N(Cc2ccccc2)C(=O)CCl)c1,4,59,-6.7,-3.0,0.3,32,-6,0,-2
Cc1cc(C)c(S(=O)(=O)NCCCN2CCOCC2)cc1Br,4,0,-0.6,-0.8,-0.3,-1,-5,0,-4
Cc1nc(C)c(CC(=O)N/N=C/c2ccc(O)cc2)c(=O)[nH]1,1,20,1.8,0.3,0.3,-4,-5,-4,-5
CC(=O)c1cccc(NC(=O)CCCOc2ccc(C)cc2)c1,8,-65,-0.3,-0.3,-0.8,4,-2,-1,3
Cc1cc(C)cc(NC(=O)N2CCCN(c3ncccc3[N+](=O)[O-])CC2)c1,13,-34,-6.9,0.1,-0.2,-1,-2,0,-2
COc1ccc(NC(=S)N2CCN(Cc3ccccc3)CC2)c(OC)c1,3,3,0.4,-0.2,2.0,2,3,1,3
Cc1cccc(C)c1NC(=S)NCCCN1CCCC1=O,6,5,1.4,0.2,0.5,-2,-4,-4,-2
Cc1ccc(C(=O)OCC(=O)NC(=O)c2cccn2C)cc1[N+](=O)[O-],9,22,0.3,0.5,1.0,7,-4,0,-6
Cc1ccc(-n2c(=O)cc(NCc3cccnc3)[nH]c2=O)cc1,8,-13,0.5,-0.2,0.7,-2,-11,2,2
O=C(c1cnccn1)N(Cc1cccs1)C1(C(=O)NC2CCCC2)CCCCC1,4,7,-0.3,/,-1.2,-18,-5,1,1
Cn1c(=O)c2c(nc(SCC(=O)N3CCc4ccccc4C3)n2C)n(C)c1=O,8,82*,-1.4,-0.2,0.6,0,-6,0,0
CC(C)Oc1ccc(C(CC(=O)NCCCN(C)C)c2ccc(F)cc2)cc1 (stereo unspecified),7,-6,3.8,0.8,-1.1,1,-8,0,3
COc1cc([N+](=O)[O-])ccc1NC(=O)CSc1nc2ccccc2n1-c1ccccc1,7,17,1.3,-0.9,0.0,9,-8,2,0
COc1cc(OC)cc(-c2nc3ccccc3c(=O)n2OC(=O)c2ccc(Br)cc2)c1,13,47,1.3,0.0,0.2,6,-4,1,1
O=C(NC1CCCc2ccccc21)C1CCN(S(=O)(=O)c2cnc[nH]2)CC1 (stereo unspecified),9,7,-2.4,0.6,0.3,7,-7,-1,5
CC(C)n1c(C(F)(F)F)nc2cc(C(=O)N3CCCCC3)ccc21,6,-8,4.7,0.1,-1.2,4,-6,3,-1
COc1ccc(C2(CNC(=O)c3cccs3)CCOCC2)cc1,9,9,0.7,0.1,0.3,-2,-2,1,-1
Cc1cccc2cc(-c3nc4c(C)cccn4c3NCc3ccco3)c(=O)[nH]c12,21,-36,-0.2,-0.5,-2.8,-1,0,6,-2
c1ccc(OCc2nnc3sc(-c4cccs4)nn23)cc1,8,-14,1.1,0.0,0.5,6,-5,34,9
Cc1cc(C)nc(/N=C(\N)C2=C(O)CC(C)(C)CC2=O)n1,7,9,-4.6,-0.1,-0.1,6,-1,-1,-2
CC1CCCCN1CC(=O)Nc1cc(S(=O)(=O)N2CCOCC2)ccc1N1CCCC1 (stereo unspecified),5,26,0.7,-0.1,-0.6,1,-7,-1,3
COCCOC(=O)C1=C(C)Nc2ncnn2C1c1ccccc1 (stereo unspecified),5,6,-1.8,0.1,1.1,0,-11,2,-1
COCCN(CCOC)S(=O)(=O)c1ccc(C(=O)Nc2c(C)n(C)n(-c3ccccc3)c2=O)cc1,10,-6,0.6,1.2,0.3,18,-6,0,0
CCOc1ccc(NC(=O)CCC(=O)NNC(=O)COc2ccccc2C)cc1,6,8,1.3,2.1,-0.4,17,-7,1,2
CCCc1cc(N2CCN(C(=O)c3ccco3)CC2)n2c(nc3ccccc32)c1C#N,7,-6,-3.6,-0.7,-2.5,8,0,23,65*

# 2 entries drawn at random from the list so far:
SMILES,EP2 antag,EP2 modulator,TNF death inh,L929 necroptosis,PERK inhibitor,Hck Nef HTS,RBBP9 inh,Runt-CBFb FRET,Runt-SMMHC FRET
COc1ccc(C2(CNC(=O)c3cccs3)CCOCC2)cc1,9,9,0.7,0.1,0.3,-2,-2,1,-1
c1ccc(OCc2nnc3sc(-c4cccs4)nn23)cc1,8,-14,1.1,0.0,0.5,6,-5,34,9

# More structures.
SMILES,EP2 antag,EP2 modulator,TNF death inh,L929 necroptosis,PERK inhibitor,Hck Nef HTS,RBBP9 inh,Runt-CBFb FRET,Runt-SMMHC FRET
C/C(=N\OC(=O)NC(C)C)c1sc(-c2ccc(Cl)cc2)nc1C,14,3,1.5,0.3,-0.8,-2,2,0,-2
COCC(=O)NCCc1nc(-c2ccccc2)cs1,17,14,-0.2,1.1,0.7,2,-4,0,3
CC(=O)N(c1ccccc1)c1nc(C)cc(C)c1C#N,10,20,-0.4,0.3,0.6,11,-7,0,2
COc1ccc(C(=O)Nc2nc3c(s2)CCCC3)cc1S(=O)(=O)N1CCCc2ccccc21,3,-20,3.7,0.8,-0.8,0,-20,1,-2
CC1CCCC(C)N1C(=O)CSc1nc2ccccc2c(=O)[nH]1 (stereo unspecified),1,9,0.3,1.0,0.3,1,5,0,1
O=C(O)c1ccc(N/C(=N\S(=O)(=O)c2ccc(Cl)cc2)c2ccccc2)cc1,6,17,1.3,-0.6,1.7,-2,-1,0,0
COc1cc(OC)cc(C(=O)Nc2cc(NC(=O)c3ccco3)ccc2OC)c1,-1&10,-28&0,-2.5,5.7,-1.3,0,-9,-1,3
CC1CCCN(c2ccc(C(=O)NCCc3ccccc3)cn2)C1 (stereo unspecified),5,-8,2.6,2.2,-0.3,1,-5,-2,-10
COc1ccc(C2NC(=S)NC(C)=C2C(=O)c2ccccc2)cc1OC (stereo unspecified),9,-21,-0.2,0.2,-0.3,0,-1,5,-2

# This is a subset; the hit share may differ from the screen's.
